Screening data: PubChem, several laboratories
PKA-R2B activ: activators of human PKA-R2B complex | P22694+P31323 | PKA-R2B holoenzyme dissociation, Cy5-IP20 fluorescence polarization; R2B truncated from residue 108, S112A mutant; 0% DMSO only, 100% 113 µM cGMP | activation, % at 11.4 µM | actives 0.079% (n = 340,000) | AID 504700;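 active = activation above a cutoff set at the mean over all compounds plus 3 SD, cut at about 18% in these data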;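 also: higher means more holoenzyme dissociation and a rise in polarization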
Target sequence (P31323 whole entry, looked up, other chains not shown, the tested form may be a part): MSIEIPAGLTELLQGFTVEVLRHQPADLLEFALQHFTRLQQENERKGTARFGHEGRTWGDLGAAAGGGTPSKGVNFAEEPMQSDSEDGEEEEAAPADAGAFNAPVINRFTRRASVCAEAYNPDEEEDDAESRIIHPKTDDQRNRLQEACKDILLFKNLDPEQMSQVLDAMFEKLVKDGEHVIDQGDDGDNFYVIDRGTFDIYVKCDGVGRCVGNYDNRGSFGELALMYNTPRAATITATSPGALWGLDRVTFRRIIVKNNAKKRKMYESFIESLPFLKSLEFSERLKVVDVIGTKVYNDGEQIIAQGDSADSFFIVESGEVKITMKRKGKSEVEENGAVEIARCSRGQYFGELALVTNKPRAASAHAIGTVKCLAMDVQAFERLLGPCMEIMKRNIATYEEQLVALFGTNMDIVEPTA
AddAB inh: less growth of phage-infected E. coli with AddAB. inhibition, % at 11.9 µM. E. coli expressing H. pylori AddAB, absorbance growth. actives 0.29% (n = 330,000); in the data active = inhibition above about 12%;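 also: 0% = vehicle wells of infected cells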
E coli growth: bacterial growth inhibition, counter-screen for AddAB inhibitors; E. coli V3065 growth, OD600 absorbance, 18 h; inhibition, % at 11.9 µM; actives 0.27% (n = 330,000);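 active = inhibition above the campaign's mean inhibition across all tested compounds plus 3 SD, cut at about 9.9% in these data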;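 also: uninfected addAB+ strain grown without phage in ampicillin broth; 0% = DMSO wells and 100% = ciprofloxacin 0.95 µg/ml wells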
CDK5 p35 inh: blocks human CDK5/p35 kinase activity; Q00535+Q15078; Recombinant CDK5/p35, ADP-Glo luminescence, 60 min; inhibition, % at 10 µM; actives 0.01% (n = 330,000); AID 488839;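 active = highest replicate inhibition of at least 50% and at least 75% of replicates reaching 50%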;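 also: plate controls were DMSO neutral control for no effect and GW8510 at 10 µM for full effect; many of its hits are not listed in these tables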
DAGLB inhibitor: diacylglycerol lipase beta (human) inhibition; inhibition, % at 5.17 µM; HEK293T DAGLB membrane lysate, EnzChek fluorogenic substrate; actives 0.059% (n = 340,000); in the data active = inhibition above about 34%;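 also: 0% = enzyme with vehicle and 100% = wells lacking enzyme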
PKA-R1A act: PKA-R1A complex activation; P00514+P68181; PKA-R1A dissociation, Cy5-IP20 fluorescence polarization; scaled: DMSO 0%, 113 µM cGMP 100%; activation, % at 11.4 µM; actives 0.083% (n = 340,000); AID 504707;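 active = percent activation above the mean of all tested compounds plus 3 SD, cut at about 19% in these data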;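 also: higher means more PKAc released from R1A so a rise in polarization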
Tat export inh: inhibitors of E. coli Tat protein transport | E. coli MC4100 TorA-mCherry Tat export, fluorescence | inhibition, % at 10 µM | actives 0.036% (n = 340,000);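 active = mean replicate inhibition at least 50% and at least half of replicates individually reaching 50%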;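 also: exported cargo escapes ClpAP degradation while cytoplasmic cargo is degraded and loses fluorescence; 0% = median of neutral control wells and 100% = median of NaSCN control wells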
phage Ecoli inh: E. coli growth loss with phage present; growth absorbance; inhibition, % at 11.9 µM; actives 0.26% (n = 360,000); AID 651602; in the data active = inhibition above about 11%
SUMO Mot1 rescue: blocks SUMOylation pathway, rescuing yeast Mot1-301 growth | S. cerevisiae Mot1-301 growth rescue, ATP luminescence, 38.5C; percent above DMSO median, 100 means doubled | actives 1% (n = 320,000) | growth rescue, % at 18.8 µM;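 active = every valid replicate shows activation above 250% relative to neutral control wells; inactive = the rest, any valid replicate at or below 250%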;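 also: OY570 slx delta 5 strain wells were the positive control but not used for scaling; some compounds called inactive have numbers as strong as hits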
HTR5A ag ctr: HTR5A agonism, opioid heterodimer counter-screen; P47898; HTR5A agonist assay, luminescence, cell-based; activation, % at 9.3 µM; actives 0.61% (n = 340,000); AID 504692; in the data active = activation mostly above about 9.5%, no sharp cut-off; inactive = mostly below about 7.6%;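 also: 0% = cells with vehicle only and 100% = reference agonist; strong numbers were not always called active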
Target sequence (P47898 whole entry, looked up): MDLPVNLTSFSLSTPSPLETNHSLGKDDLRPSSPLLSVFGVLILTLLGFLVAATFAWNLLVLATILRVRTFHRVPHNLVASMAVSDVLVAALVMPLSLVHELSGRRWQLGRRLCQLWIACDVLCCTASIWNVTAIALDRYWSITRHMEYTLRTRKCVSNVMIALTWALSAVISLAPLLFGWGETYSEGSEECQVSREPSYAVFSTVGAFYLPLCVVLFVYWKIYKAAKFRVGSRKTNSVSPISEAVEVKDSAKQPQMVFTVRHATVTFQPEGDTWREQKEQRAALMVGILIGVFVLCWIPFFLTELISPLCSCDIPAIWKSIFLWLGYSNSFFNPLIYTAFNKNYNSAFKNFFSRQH
HTR5A inv ctr: counter-screen for OPRM1-OPRD1 inverse agonists: human HTR5A inverse agonism; P47898; HTR5A cell line, luminescence; inhibition, % at 9.3 µM; actives 0.083% (n = 340,000); AID 504634; in the data active = inhibition mostly above about 23%, no sharp cut-off; inactive = mostly below about 18%;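 also: 0% = cells with DMSO and 100% = no-cell wells with DMSO; some compounds called inactive have numbers as strong as hits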
Numbers without * were called inactive; nt = not tested or not shown. Not a hit list. About 2.3% of those tested had a hit in this group.

nr	mol	PKA-R2B activ	AddAB inh	E coli growth	CDK5 p35 inh	DAGLB inhibitor	PKA-R1A act	Tat export inh	phage Ecoli inh	SUMO Mot1 rescue	HTR5A ag ctr	HTR5A inv ctr
1	Cc1cn(C(=O)C(C)N2C(=O)c3ccccc3C2=O)c(C)n1 (stereo not drawn)	-5.4	3.3	1.6	1.9	-2.4	-3.0	-4.9	1.3	-20.2	3.2	-7.5
2	CN(C)S(=O)(=O)c1ccc2oc(SCC(=O)NCC(F)(F)F)nc2c1	2.7	2.4	2.7	0.6	1.4	-0.4	10.8	2.8	-10.0	7.5	-19.6
3	Cc1cc(N)ccc1-c1cc2ccccc2oc1=O	0.9	1.2	0.9	2.2	-0.2	-0.1	-4.2	2.7	12.9	3.4	-33.2
4	Cc1cc(NC(=O)CSCC(=O)N2CCN(c3ccccc3)CC2)no1	-13.7	-0.6	-1.8	3.9	1.0	-5.8	14.2	1.9	-3.7	-3.0	11.5
5	Cc1c(NS(=O)(=O)c2cccc(C(=O)NCc3ccncc3)c2)c(=O)n(-c2ccccc2)n1C	2.1	5.6	0.3	2.7	1.3	-8.1	-4.2	0.2	-11.5	-7.1	15.5
6	Cc1nc(NC(=O)c2cccnc2Cl)sc1C	0.8	-0.7	-4.2	-0.6	2.5	11.9	0.5	4.0	-19.7	5.8	-15.3
7	CC(C)c1nc(Cl)c(C#N)c2c1COC(C)(C)C2	-1.3	-2.2	0.3	1.7	-4.9	-7.7	-14.1	-0.7	-8.6	0.8	11.5
8	CCOC(=O)C1CCCN(C(=O)CSc2nnnn2C)C1 (stereo not drawn)	3.5	1.7	0.3	-2.4	-2.6	0.7	-2.7	1.6	24.2	-1.1	-1.3
9	CCc1nc2ccccc2c(C(=O)OCC(=O)N2CC(C)OC(C)C2)c1C (stereo not drawn)	3.1	2.5	-2.4	2.5	0.3	-2.4	0.2	3.6	9.6	1.2	-3.5
10	Cc1cc([N+](=O)[O-])ccc1NC(=O)C(C)N1CCN(c2ccccn2)CC1 (stereo not drawn)	3.5	2.8	0.6	2.2	-3.4	-6.0	2.9	4.0	-5.8	3.7	-26.8
11	O=C(COc1ccccc1F)NCCc1ccc2c(c1)OCCO2	2.4	-0.2	0.4	-0.2	-8.4	-3.6	-0.8	-1.0	24.9	-1.4	5.7
12	COc1ccccc1CCNC(=O)CCn1c(=O)c2cccn2c2ccc(F)cc21	5.0	3.5	-1.4	-0.1	0.1	-4.2	-3.8	1.6	18.7	1.6	-2.5
13	Cc1csc2ncc(C(=O)NCc3ccco3)c(=O)n12	-2.1	-0.4	-1.7	-0.1	3.1	-5.7	6.2	1.6	-12.0	-1.4	-3.7
14	COc1ccc(N(C)S(=O)(=O)c2cccc(C(=O)OC(C)C(=O)NC3CCCCC3C)c2)cc1 (stereo not drawn)	0.4	1.9	2.0	-0.1	-1.8	-3.6	3.8	-0.8	91.6	-0.7	-11.8
15	CCNC(=O)/C(C#N)=C/c1c(N2CCN(c3ccc(OC)cc3)CC2)nc2c(C)cccn2c1=O	7.5	-0.1	-3.3	0.3	5.6	0.0	-8.8	-1.5	5.6	-2.9	11.3
16	COc1ccccc1OCC(=O)n1cc(C(=O)c2cc(Cl)cc(Cl)c2O)cn1	8.8	5.0	1.4	1.6	0.2	3.5	0.2	1.3	-17.9	-1.9	-0.8
17	CCOc1ccccc1CNn1nnnc1N	-9.5	0.8	2.4	0.1	1.3	-5.4	-4.3	1.9	-5.9	-4.2	25.9
18	O=C(C[C@H]1C/C=C\CC[C@H](Cc2ccc(F)cc2)C(=O)OC[C@H]2CCCN2C1=O)N[C@@H](CO)Cc1ccccc1	-3.4	0.9	-1.5	0.0	2.6	-12.3	11.9	1.0	38.6	0.2	-4.3
19	NC(=O)c1ccc(NC(=O)CSc2nnc(C3CC3)n2C2CC2)cc1	0.4	0.8	-1.4	1.0	0.3	-7.2	4.4	1.8	14.8	-0.3	1.1
20	O=C(N/N=C1/C(=O)c2cccc3cccc1c23)c1ccc(Cl)cc1	2.2	-4.0	-7.6	0.9	-3.8	-7.6	-0.7	1.1	0.0	0.6	13.6
21	Cc1scc(C(=O)NNC(=S)NC(C)c2ccccc2)c1C (stereo not drawn)	-0.3	0.2	-1.5	0.6	-3.1	-8.7	-14.2	1.2	-7.3	-0.6	9.6
22	N/C(=N\OC(=O)c1ccc(Cl)cc1)c1nonc1N	-1.6	3.7	-1.6	4.7	-0.5	-3.2	-5.5	3.0	294.5*	0.3	7.0
23	O=C(CCN1CCc2ccccc2C1)Nc1ccccc1F	-2.3	0.4	0.7	-1.1	1.7	4.1	6.9	3.2	-0.5	-0.6	-15.7
24	CCC(C)(C)C(=O)Nc1cc([N+](=O)[O-])ccc1F	-3.3	5.6	2.3	-1.0	-0.3	-3.5	2.0	2.5	3.2	-4.2	13.0

Quoted at random: 4 records from the list.
nr	mol	PKA-R2B activ	AddAB inh	E coli growth	CDK5 p35 inh	DAGLB inhibitor	PKA-R1A act	Tat export inh	phage Ecoli inh	SUMO Mot1 rescue	HTR5A ag ctr	HTR5A inv ctr
10	Cc1cc([N+](=O)[O-])ccc1NC(=O)C(C)N1CCN(c2ccccn2)CC1 (stereo not drawn)	3.5	2.8	0.6	2.2	-3.4	-6.0	2.9	4.0	-5.8	3.7	-26.8
12	COc1ccccc1CCNC(=O)CCn1c(=O)c2cccn2c2ccc(F)cc21	5.0	3.5	-1.4	-0.1	0.1	-4.2	-3.8	1.6	18.7	1.6	-2.5
24	CCC(C)(C)C(=O)Nc1cc([N+](=O)[O-])ccc1F	-3.3	5.6	2.3	-1.0	-0.3	-3.5	2.0	2.5	3.2	-4.2	13.0
17	CCOc1ccccc1CNn1nnnc1N	-9.5	0.8	2.4	0.1	1.3	-5.4	-4.3	1.9	-5.9	-4.2	25.9

Further results.
nr	mol	PKA-R2B activ	AddAB inh	E coli growth	CDK5 p35 inh	DAGLB inhibitor	PKA-R1A act	Tat export inh	phage Ecoli inh	SUMO Mot1 rescue	HTR5A ag ctr	HTR5A inv ctr
25	CN1CCN(C(=S)c2ccc(-c3cc(Cl)ccc3Cl)o2)CC1	-5.2	-1.1	-2.0	0.3	-2.1	-8.5	10.2	3.1	136.2	-2.3	6.0
26	CCSc1nc2ccccc2n1CCC(=O)O	-4.8	4.5	0.6	-0.7	0.1	0.2	-4.0	1.5	104.9	-0.3	1.0
27	CO/N=C/Cc1c([N+](=O)[O-])c(C)nn1C	-1.3	-1.7	0.6	-5.1	-3.1	-7.6	-7.6	3.0	-2.5	0.1	-0.3
28	Cc1ccc(-c2cc(-c3ccccc3)c(C#N)c(Br)n2)cc1	-1.1	1.1	1.2	-1.4	-2.5	-2.5	-0.4	3.3	nt	2.5	31.5
29	Cc1ccc(C)c(S(=O)(=O)N2CCCC2CNC(=O)C(=O)NC2CCCCCC2)c1 (stereo not drawn)	3.0	0.2	-0.2	0.1	2.1	3.7	-2.7	3.6	-13.6	3.5	-9.6
30	CC(C)C(OC(=O)C1=Cc2ccccc2OC1)C(=O)NC1CCCC1 (stereo not drawn)	14.5	-1.6	1.6	0.2	-19.0	4.4	0.7	2.6	379.1	2.1	-31.9
31	Cn1nnnc1Sc1ncnc2scc(-c3cccc(C(F)(F)F)c3)c12	-9.6	3.1	-2.4	-1.3	13.0	-3.5	-1.0	1.0	116.6	1.6	-15.6
32	O=C(Nc1ccccc1)N1CCCN(Cc2ccccc2F)C1	-5.2	1.2	0.5	0.0	1.5	3.1	6.3	3.7	2.3	4.0	-11.1
33	COc1ccccc1/C=N/NC(=O)CCSc1ccccc1	10.8	-1.8	0.7	-0.5	-0.2	-3.1	1.6	3.5	-5.6	-0.6	1.6
34	COCC1CCN(Cc2c(C(=O)N3CCN(C4CCCCC4)CC3)nc3ccccn23)C1 (stereo not drawn)	-7.6	5.6	2.0	0.6	-1.2	-5.5	11.3	1.0	13.5	3.0	-24.2
35	O=C(C1=C(O)C(=O)N(CC2CCCO2)C1c1ccccc1[N+](=O)[O-])c1ccco1 (stereo not drawn)	6.3	0.5	-4.4	-2.3	-0.7	-16.7	-0.2	-0.6	-7.5	1.3	-3.5
36	Cc1ccc(CNC(=O)COC(=O)c2cncc(Br)c2)cc1	-8.0	-1.2	-0.6	0.1	0.1	0.7	5.6	5.3	nt	0.4	3.3
37	CCOc1ccc(/C=C/C(=O)N(CC)CC(=O)Nc2ccc3c(c2)OCCO3)cc1OC	-5.9	0.0	-1.9	-3.3	-1.2	-5.9	-2.1	0.5	3.1	-0.4	1.0
38	COc1ccc(C(=O)NCC(=O)OCC(=O)N2CCC(C)CC2)cc1OC	-4.4	2.5	5.3	-0.9	1.5	-9.7	-8.0	1.9	nt	-0.1	7.2
39	CCc1ccc2c(c1)C(NC(C)=O)C(=O)N2CCN1CCOCC1 (stereo not drawn)	6.8	-2.5	-1.0	-1.3	6.8	11.4	-3.3	0.3	-2.7	-2.0	7.0
40	C/C=C(/C)C(=O)Nc1cccc(C2=NOC3(C2)C[C@@H](C(N)=O)N(C(=O)CCCCC)C3)c1 (stereo partly drawn)	-3.7	0.9	-2.2	-2.0	-4.3	14.9	-1.9	1.8	-4.5	3.5	-9.4
41	CN(C(=O)CN1C(=O)S/C(=C\c2ccc(F)cc2)C1=O)C1CCS(=O)(=O)C1 (stereo not drawn)	5.2	0.9	1.4	-0.2	0.6	-10.6	-2.3	-2.8	1.3	-2.0	8.2
42	COc1ccc(C(=O)C2CN(c3ccccc3)CC2c2ccc(Cl)cc2)cc1 (stereo not drawn)	-0.1	0.6	-0.6	0.7	-2.7	-2.9	6.9	0.3	0.2	-3.2	8.0
43	CCOc1ccc(OCCC(=O)OCC(=O)Nc2ccc(N3CCOCC3)cc2)cc1	-6.4	2.8	3.6	-0.7	3.5	2.4	-3.1	2.1	1.0	2.9	5.3
44	COc1ccc(-c2noc(CCCC(=O)Nc3ccc(C(N)=O)cc3)n2)cc1OC	-8.8	-0.8	0.4	-3.3	-4.6	-4.1	-1.3	-0.2	-1.3	-4.7	-22.7
45	COc1ccccc1N(CC(=O)NC1CCCC1)C(=O)CCC(=O)Nc1cc(C)on1	-7.7	-0.2	0.6	-1.7	1.3	-0.3	-4.8	0.0	nt	3.5	-0.5
46	COc1ccc2oc(C(=O)OCC(=O)N(C)c3c(N)n(Cc4ccccc4)c(=O)[nH]c3=O)c(C)c2c1	-8.8	0.2	1.4	-1.7	3.0	-3.2	0.8	3.5	523.4	-2.8	7.6
47	Cc1cccc(OCC(=O)OC(C)C(=O)Nc2ccc(S(=O)(=O)N3CCCCC3)cc2)c1 (stereo not drawn)	-1.5	0.2	-2.1	0.6	-1.5	-1.1	1.0	1.5	326.0	2.7	9.4
48	CCOC(=O)C(NC(=O)c1ccc(OC)cc1)(OCC1(CC)COC1)C(F)(F)F (stereo not drawn)	-9.9	-1.4	1.1	-6.9	2.0	-0.4	10.5	0.8	-11.2	-8.0	1.3

Copied from the list:
Under PKA-R1A act, compound 46 has -3.2
Under CDK5 p35 inh, compound 48 has -6.9
Under E coli growth, compound 47 has -2.1
Under DAGLB inhibitor, compound 37 has -1.2
Under CDK5 p35 inh, compound 41 has -0.2
